Source: PubChem
NOD1 inhibition: inhibition of NOD1-driven NF-kB reporter – cell-based, luminescence, uHTS, primary screen (AID 1578); NOD1-driven NF-kB luciferase reporter cells, luminescence; higher % means a stronger effect; one-dose inhibition, % at 4 µM; EC50 in µM for titrated hits; hit rate 1% among 290,000; in the data active = inhibition mostly above about 36%, no sharp cut-off; inactive = mostly below about 34%;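 also: HEK-293T reporter cells stimulated with the NOD1 agonist gamma-tri-DAP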
GPR55 LPI antagonism: GPR55 antagonists blocking LPI-driven arrestin recruitment, primary screen, imaging, U2OS, beta-arrestin-GFP, LPI agonist (AID 2013); U2OS GPR55 beta-arrestin-GFP translocation imaging, LPI antagonism; higher % means a stronger effect; one-dose inhibition, % at 10 µM; IC50 in µM for titrated hits; hit rate 0.13% among 290,000;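 active = spots per cell inhibited over 60%, with over 100 cells counted and total cytoplasm intensity under 500,000; inconclusive = wells with under 100 cells, flagged as likely toxic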;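 also: U2OS cells stably carrying GPR55 and arrestin-GFP stimulated by 5 µM LPI near EC80; imaged beta-arrestin-GFP aggregate spots per cell after agonist stimulation; plate controls were LPI-stimulated DMSO wells for no effect and DMSO wells without LPI for full effect; some results filed as inactive read as strong as hits; confirmed hits need IC50 under 10 µM and bright autofluorescent wells are also inconclusive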
KOR beta-arrestin-1: KOR antagonists, beta-arrestin recruitment, cell-based, luminescence, uHTS (AID 1778). KOR beta-arrestin recruitment, luminescence, antagonist mode; higher % means a stronger effect. inhibition, % at 10 µM, or IC50 in µM where a hit was titrated. hit rate 0.091% among 290,000; in the data active = inhibition above about 50%; also: strong numbers were not always called active
GPR55 activation: selective activators of receptor GPR55 – imaging, U2OS cells, beta-arrestin-GFP redistribution, primary screen (AID 1961); U2OS GPR55 beta-arrestin-GFP redistribution imaging; higher % means a stronger effect; activation, % at 10 µM; hits with a dose series show EC50 in µM; hit rate 0.048% among 290,000;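 active = activation above 40% with more than 50 cells counted in the well; inconclusive = wells holding fewer than 50 cells, flagged as toxic or sparse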;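 also: U2OS osteosarcoma cells stably expressing GPR55 and beta-arrestin-GFP; plate controls were DMSO negative control for no effect and LPI positive control for full effect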
GPR35 antagonists: GPR35 antagonists blocking zaprinast-driven arrestin recruitment, primary screen, imaging, U2OS, beta-arrestin-GFP, zaprinast agonist (AID 2058); U2OS GPR35 beta-arrestin-GFP translocation imaging, zaprinast antagonism; higher % means a stronger effect; inhibition, % at 10 µM; hits with a dose series show IC50 in µM; hit rate 0.052% among 290,000;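 active = inhibition of at least 50% with at least 30 cells and total cytoplasm GFP at most 10,000,000; inconclusive = under 30 cells or total GFP of 10,000,000 plus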
K1F lysis inhibition: protection from phage-mediated lysis, alamar blue read-out – E. coli UTI89, K1F phage, bacterial capsule biogenesis inhibitors (AID 488966); E. coli UTI89 K1F phage lysis, alamar blue, 2 h; higher % means a stronger effect; one-dose inhibition, % at 100 µM; IC50 in µM for titrated hits; hit rate 0.02% among 340,000;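 active = phage lysis inhibition, versus mean bacterial control, above a set limit; inconclusive = no clear call, values can overlap the other calls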;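 also: capsule biogenesis inhibitors block K1F phage lysis so surviving cells raise fluorescence; higher fluorescence means more inhibition of phage lysis; actives were called in the ten point dose series up to 300 µM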
MgcRacGAP inhibition: MgcRacGAP GTPase-activating activity inhibitors, confirmation, biochemical, ADP Hunter fluorescence | AID 624330 | MgcRacGAP-stimulated Rac1 GTP hydrolysis, ADP Hunter fluorescence; higher % means a stronger effect; GST-tagged Rac1 F28L mutant substrate | hit rate 0.6% among 340,000 | one-dose inhibition, % at 30 µM; IC50 in µM for titrated hits;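 active = first-screen hits whose inhibition reached a set limit at any dose in the follow-up dose series; inconclusive = inhibition above the set first-screen limit but never retested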;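 also: fluorescence reports GDP produced by GAP-driven GTP hydrolysis; strong numbers were not always called active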
KOR beta-arrestin-2: kappa opioid receptor activators – cell-based, luminescence, uHTS, primary screen (AID 1777). hit rate 0.02% among 280,000. activation, % at 10 µM; hits with a dose series show EC50 in µM. KOR beta-arrestin recruitment, luminescence; higher % means a stronger effect; in the data active = activation above about 50%, passing the limit was not always enough; also: a part of the inactive calls stands beside numbers as strong as those of hits
NTR1 agonist: NTR1-driven beta-arrestin-GFP spot formation – imaging, U2OS cells, high content, primary screen (AID 493036); activation, % at 20 µM; hit rate 0.17% among 330,000; P30989; agonist mode;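 active = activation at or above 40% of the spot to cytoplasm intensity ratio, with at least 20 cells analyzed; inconclusive = wells under 20 cells, flagged as cytotoxic or low count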;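 also: 0% = DMSO without peptide and 100% = 100 nM NTR1 peptide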
Target sequence (P30989 whole entry, looked up): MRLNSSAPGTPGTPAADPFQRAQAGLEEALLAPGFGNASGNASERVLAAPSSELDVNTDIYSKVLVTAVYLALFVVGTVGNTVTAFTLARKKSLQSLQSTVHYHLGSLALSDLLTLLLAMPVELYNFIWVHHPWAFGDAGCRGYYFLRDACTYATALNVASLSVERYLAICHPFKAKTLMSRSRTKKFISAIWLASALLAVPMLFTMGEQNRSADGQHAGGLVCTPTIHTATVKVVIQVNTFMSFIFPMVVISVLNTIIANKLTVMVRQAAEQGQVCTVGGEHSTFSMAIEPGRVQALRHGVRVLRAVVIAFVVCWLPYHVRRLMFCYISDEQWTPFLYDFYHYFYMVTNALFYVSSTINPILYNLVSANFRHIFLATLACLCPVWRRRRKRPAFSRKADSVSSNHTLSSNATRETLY
NTR1 agonist cell count 20 µM: recorded beside NTR1 agonist, whose call it bears; cell count; measured here: cell count, cytotoxicity flag
* marks the source's active call; other numbers are inactive results; ? = inconclusive; . = no result given; [ ] = another dose, or the depositor's remark.

SMILES	NOD1 inhibition	GPR55 LPI antagonism	KOR beta-arrestin-1	GPR55 activation	GPR35 antagonists	K1F lysis inhibition	MgcRacGAP inhibition	KOR beta-arrestin-2	NTR1 agonist	NTR1 agonist cell count 20 µM
CC[C@@H](C)C(NC(=O)OC(C)(C)C)c1cn([C@@H](CCC(=O)OC(C)(C)C)C(=O)N2CCN(C(=O)OC(C)(C)C)CC2)nn1 (stereo partly drawn)	-16%	-1%	-7%	-0.2%	-5%	1.9%	5%	6.2%	2.3	48
CCCCC(=O)OCC(=O)c1ccc(OCC)cc1	31%*	2%	-13%	-0.4%	4%	-0.1%	13%	0.3%	2.6	63
N#C/C(=C\c1cccnc1)c1ccccc1[N+](=O)[O-]	-8%	-4%	-6%	0.6%	13%	0.3%	7%	6.1%	1.3	63
Cc1c(NC(=O)C(Sc2ccccc2)c2ccccc2)cccc1[N+](=O)[O-] (stereo not drawn)	-23%	.	-15%	-0.1%	-18%	1.2%	0%	5.5%	1.1	61
N=c1sccn1CC(=O)Nc1cc(Cl)ccc1[N+](=O)[O-]	-18%	-10%	-10%	-0.4%	-3%	3.0%	5%	-0.1%	-0.1	86
CC1CN(C(=O)CSc2ncnc3sccc23)CC(C)O1 (stereo not drawn)	-19%	6%	13%	-0.2%	4%	-1.3%	5%	-2.1%	0.5	87
COc1ccc(C(=S)N2CCOCC2)cc1OC(=O)c1ccc([N+](=O)[O-])cc1	-33%	-7%	-11%	-0.1%	8%	0.9%	4%	-0.8%	-0.3	53
Cc1cc(NC(=O)c2ccc(S(=O)(=O)N3CCOCC3)cc2)no1	-43%	10%	7%	-0.5%	6%	-4.4%	1%	-6.4%	-0.9	39
O=C(Nc1ccccc1NC(=O)c1c(F)cccc1F)c1c(F)cccc1F	0%	-1%	-1%	-0.1%	10%	0.1%	3%	-3.3%	-0.6	67
CC(=O)N1CCc2c(sc(NC(=O)C3COc4ccccc4O3)c2C(N)=O)C1 (stereo not drawn)	-25%	3%	-25%	-0.1%	-16%	-0.1%	10%	5.3%	-0.3	56
CCC1CCCN1Cn1cnc2c([nH]c3ccccc32)c1=O (stereo not drawn)	46%	-7%	-44%	0.6%	-7%	0.1%	10%	5.3%	-0.1	40
CCC(=O)c1ccc(N2CCCCCC2)c(F)c1	-23%	-6%	-74%	0.2%	-5%	1.6%	4%	7.9%	1.6	44
Cn1c(=O)cc(OCCCC(=O)N2CCN(c3ccccn3)CC2)c2ccccc21	-33%	7%	23%	-0.1%	14%	0.3%	11%	-5.1%	1.6	96
CCCOc1ccc(C2=CSC3=NCCN23)cc1[N+](=O)[O-]	-4%	14%	0%	-0.1%	14%	0.3%	15%	-1.7%	-0.3	90
CCCC1(CCC)NC(=O)N(CC(=O)N2CCN(C(=O)c3ccco3)CC2)C1=O	-16%	-1%	-10%	0.2%	-15%	2.5%	4%	2.7%	3.7	50
CCOC(=O)c1sc(NC(=S)NC(=O)c2ccc(OC)cc2)nc1C	18%	5%	16%	0.5%	1%	-2.5%	7%	9.3%	-0.2	71
COc1ccc(-c2csc(Cc3nnc(N4CCOCC4)n3-c3ccccc3)n2)cc1	-17%	8%	-18%	-0.1%	2%	0.0%	8%	8.4%	2.6	41
COc1ccccc1OCCCOc1ccc([N+](=O)[O-])cc1Cl	9%	64%	-7%	0.6%	11%	1.5%	9%	3.5%	5.4	59
Cc1cc(C(F)F)nn1CC(=O)NCc1ccc(Cl)cc1Cl	-35%	-4%	-1%	0.4%	-8%	0.3%	7%	0.7%	-1.5	71
CC(=O)CSc1nc(C(F)(F)F)cc(=O)n1-c1ccccc1	-4%	3%	7%	-0.3%	4%	4.5%	5%	-2.9%	5.9	61
Cn1c(=O)c2c(nc(NCCCO)n2Cc2cccc(Br)c2)n(C)c1=O	-18%	1%	39%	-0.1%	6%	0.2%	8%	-1.8%	0.2	81
O=C(c1ccc(F)cc1)N(Cc1ccco1)C1CCS(=O)(=O)C1 (stereo not drawn)	-32%	13%	16%	-0.1%	4%	-0.2%	10%	-2.2%	3.7	28
COc1cc(/C=C/C(=O)OCC(=O)N2CCc3ccccc3C2)ccc1O	10%	8%	-4%	-0.4%	-2%	-0.1%[50 µM]	?	-3.2%	-0.2	42
COc1ccc(OCc2nnc(SCC(=O)N3CCCC3)o2)cc1	-23%	-10%	-21%	-0.2%	-14%	0.0%	6%	0.1%	-0.8	31
COc1cc(C(=O)Nc2nnc(Cc3ccccc3)s2)cc(OC)c1OC	1%	8%	14%	0.0%	-5%	-0.6%[50 µM]	10%	4.2%	.	.
CCn1nc(C)cc1C(=O)OCC(=O)c1ccc(Cl)cc1	-40%	14%	33%	-0.1%	-1%	0.9%[50 µM]	6%	-4.6%	1.3	73
O=Cc1c(N2CCSCC2)nc2ccccn2c1=O	-11%	-6%	5%	-0.1%	14%	-0.3%	5%	-1.9%	0.0	67
Cc1cc(=O)oc(C)c1C(=O)NCC(C)C	-11%	-1%	-18%	0.8%	-11%	0.5%	1%	-4.6%	-0.1	36
COc1ccccc1Cc1nc2ccccc2n1S(=O)(=O)c1ccc(Cl)cc1	-6%	-7%	-17%	-0.1%	-7%	2.6%[50 µM]	-15%	2.4%	3.1	63
S=C(c1cccs1)N1CCCC1	-21%	-2%	6%	0.6%	-10%	0.2%	8%	-1.9%	-2.3	58

By substructure: the entries above containing a furan ring, fused or not.
SMILES	NOD1 inhibition	GPR55 LPI antagonism	KOR beta-arrestin-1	GPR55 activation	GPR35 antagonists	K1F lysis inhibition	MgcRacGAP inhibition	KOR beta-arrestin-2	NTR1 agonist	NTR1 agonist cell count 20 µM
CCCC1(CCC)NC(=O)N(CC(=O)N2CCN(C(=O)c3ccco3)CC2)C1=O	-16%	-1%	-10%	0.2%	-15%	2.5%	4%	2.7%	3.7	50
O=C(c1ccc(F)cc1)N(Cc1ccco1)C1CCS(=O)(=O)C1 (stereo not drawn)	-32%	13%	16%	-0.1%	4%	-0.2%	10%	-2.2%	3.7	28

New compounds follow.
SMILES	NOD1 inhibition	GPR55 LPI antagonism	KOR beta-arrestin-1	GPR55 activation	GPR35 antagonists	K1F lysis inhibition	MgcRacGAP inhibition	KOR beta-arrestin-2	NTR1 agonist	NTR1 agonist cell count 20 µM
COC(=O)Nc1ccc(S(=O)(=O)N2CCC(C(=O)NC3CCCCC3)CC2)cc1	-21%	1%	6%	-0.4%	4%	0.1%	7%	-2.2%	0.5	22
Cc1cccc(C(=O)Nc2ccc(C(=O)N/N=C/c3ccc(C)o3)cc2)c1	-1%	10%	-14%	0.0%	9%	-0.2%	-3%	-1.4%	-1.2	58
O=C(CCCCCN1C(=O)[C@@H]2Cc3ccccc3CN2C1=O)Nc1ccccc1Cl	-10%	-2%	-9%	0.2%	8%	0.3%	-37%	-8.1%	1.2	60
COc1ccc(OC)c(NC(=O)Cc2cccs2)c1	8%	-7%	-1%	-0.2%	22%	0.7%	6%	-3.9%	0.3	56
O=C(N/C(=C\c1cccs1)C(=O)N1CCOCC1)c1ccco1	-12%	-2%	-5%[20 µM]	-0.1%	11%	0.3%	5%	.	-0.1	89
O=c1cc(/N=C/c2coc3c(ccc4ccccc43)c2=O)[nH]c(=S)[nH]1	-13%	16%	-2%	0.1%	-8%	0.0%	4%	10%	3.0	83
O=C(c1ccc(Br)o1)N1CCN=C1SCc1cccnc1	7%	-14%	25%	-0.2%	4%	3.5%	0%	-6.1%	-3.2	62
COc1ccc(S(=O)(=O)N2CCC(O)(c3ccc(Cl)cc3)CC2)cc1	46%	17%	10%	0.3%	-3%	0.3%	3%	-2.9%	-2.1	76
C/C(=N\NC(=O)CSCc1cccc(Br)c1)c1ccc([N+](=O)[O-])cc1	15%	5%	26%	-0.1%	22%	-0.2%	7%	1.3%	-1.7	87
CCN(CC)C(=O)n1cnc(-c2ccccc2)c1-c1ccccc1	-11%	11%	2%	-0.3%	.	8.8%	2%	0.4%	1.2	37
CCN(CC)CCn1c(SCC(=O)Nc2cccc(OC)c2)nc2c(sc3ccccc32)c1=O	-10%	4%	1%	0.1%	8%	0.2%	6%	-2.1%	4.2	60
Cc1cc(Cl)ccc1NC(=S)N1CCN(Cc2ccc3c(c2)OCO3)CC1	80%*	4%	-50%	-0.1%	-7%	-1.8%	3%	-1.2%	4.6	54
O=C(CCS(=O)(=O)c1ccc(Br)cc1)N1CCN(c2ccc(F)cc2)CC1	11%	-5%	-12%	-0.1%	-3%	-0.1%	8%	3.2%	0.8	58
Fc1ccccc1COc1ccc(Br)cc1CNCc1cccnc1	-5%	-8%	-71%[20 µM]	-0.1%	6%	0.4%	-2%	0.7%	2.6	94
CC(=O)Nc1ccc(S(=O)(=O)Nc2nc3c(s2)CCCC3)cc1	15%	0%	-33%	-0.1%	6%	-0.3%	10%	4.0%	-1.9	33
CCOC(=O)C1CCN(c2nc(-c3ccc(Br)cc3)nc3ccccc23)CC1	2%	19%	0%	-0.7%	-11%	0.4%	1%	1.1%	4.1	55
O=C(N/N=C\c1ccc2c(c1)OCO2)c1ccco1	-34%	-6%	-7%	0.3%	-22%	1.3%[50 µM]	-9%	-1.2%	3.4	35
COc1ccc(S(=O)(=O)N2CCC(C(N)=O)(N3CCCCC3)CC2)cc1	-8%	14%	-5%	-0.2%	-4%	0.1%	3%	-6.9%	0.3	91
COc1ccc(N(CC(=O)N/N=C/c2ccccc2OC)S(=O)(=O)c2ccccc2)cc1	-6%	6%	4%	-0.1%	16%	0.2%	7%	2.5%	2.7	98
CCN(CC)S(=O)(=O)c1ccc(Cl)c(C(=O)OC)c1	-24%	8%	-24%	0.5%	14%	-0.8%	-6%	-4.3%	-0.6	54
CN=C(NC1CCCCC1)c1ccc([N+](=O)[O-])cc1	-22%	8%	7%	0.6%	-7%	-1.7%	2%	-0.9%	-0.2	79
Cc1nn(Cc2c(Cl)cccc2Cl)c(C)c1NC(=O)CCCn1nc(C)c([N+](=O)[O-])c1C	2%	-3%	-7%	-0.3%	1%	-1.1%	3%	1.1%	2.8	63

This is a subset, so the mix of outcomes need not match the whole.
